N370S GC – qHTS Assay for Inhibitors and Activators of N370S glucocerebrosidase as a Potential Chaperone Treatment of Gaucher Disease | N370S GC spleen homogenate, 4MU-glucoside fluorescence | AID 2101, 2009 | Lysosomal acid glucosylceramidase (Homo sapiens), P04062 | hit rate 0.092% among 330,000 | Potency, µM (highest dose often 59.4 µM), inactives show top-dose activity change, negative = inhibition, usual class: inhibitors;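 also: 0% = full enzyme activity and -100% = no enzyme basal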
KAT2A inh – qHTS Assay for Inhibitors of GCN5L2; Histone acetyltransferase KAT2A (Homo sapiens), Q92830; GCN5L2 HAT assay, ThioGlo1 CoA-SH fluorescence; Potency, µM (series often up to 58.9 µM), for inactives: at the highest dose activity change, negative = inhibition, most hits filed as inhibitors; hit rate 0.21% among 390,000; AID 504327, 2011
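Enzyme at 20nM final was mixed with library compounds for 15 min at room temperature. Peptide H3(1-25) at 75uM, acetyl-CoA at 70uM and ThioGlo1 at 50uM were then added. Plates were read immediately and after 20 min (Ex340nm/Em540nm).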
FEN1 inh – qHTS Assay for the Inhibitors of Human Flap endonuclease 1 (FEN1); P39748; Recombinant FEN1 flap cleavage, fluorescence, 15 min; hit rate 0.35% among 390,000; AID 588795, 2011; Potency, µM (highest dose often 114 µM), for the others: at the highest dose activity change, negative = inhibition, hits mostly inhibitors; also: nearly all actives have a fitted effect of over 65% in size
Target sequence (P39748 whole entry, looked up): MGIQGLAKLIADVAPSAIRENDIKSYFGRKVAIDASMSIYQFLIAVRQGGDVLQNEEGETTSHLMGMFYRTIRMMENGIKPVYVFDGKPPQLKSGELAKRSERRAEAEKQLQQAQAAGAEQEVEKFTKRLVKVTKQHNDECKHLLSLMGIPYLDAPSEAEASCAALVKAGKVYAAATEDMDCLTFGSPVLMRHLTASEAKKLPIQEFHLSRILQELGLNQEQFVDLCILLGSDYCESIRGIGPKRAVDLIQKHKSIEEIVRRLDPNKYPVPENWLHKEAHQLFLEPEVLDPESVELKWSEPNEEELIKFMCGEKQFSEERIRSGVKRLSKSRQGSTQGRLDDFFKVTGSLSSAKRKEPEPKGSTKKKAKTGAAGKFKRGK
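Reaction started by adding substrate (50 nM final) to 10 nM enzyme after 15 min room-temperature compound preincubation. Reads at 0 and 15 min, with data normalized and fitted to a four-parameter Hill equation.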
An asterisk follows results filed as active; ? = inconclusive; / = not tested or not shown; & = joins results of further samples; [ ] = dose if it differs, or a comment. Calls follow the shape of the dose curve; as a rule, active = well fitted curve in the direction sought with a large enough effect; inconclusive = small, poorly fitted or top-dose-only effect, or another doubt; inactive = no such curve, though single readings can be large; an effect the other way counts as inactive or inconclusive. Unless noted, % is scaled to controls: 0 for no effect and ±100 for the full control effect; potency is read from the fitted curve at half-maximal effect.

Results follow in this order: N370S GC	KAT2A inh	FEN1 inh
1) O=C(CN1CCN(S(=O)(=O)c2ccc(F)cc2)CC1)Nc1ccc(Cl)c(C(F)(F)F)c1
  -5%	-20%	-13%
2) CCOC(=O)c1c(CC(C)C)csc1N
  7%	-3%	-23%
3) Cc1cc(O)c(C(C)C)cc1Cl
  -2%&-2%	26%&-25%	/
4) CC(c1ccon1)N(C)Cc1cn(Cc2ccccc2)nc1-c1ccc2c(c1)OCO2 (stereo not drawn)
  -7%	-11%	0%
5) COc1ccc(CN(C(=O)c2cc3ccccc3oc2=O)C2CCCCC2)cc1OC
  7%	-4%	-2%
6) O=C(O)c1cccc(N/N=C/c2ccc(OC(F)(F)F)cc2)c1
  4%	21%	15%
7) CCN1C(=O)N[C@@H](c2cccs2)C(C(=O)OC)=C1C
  2%[12.8 µM]	/	-8%
8) CC(=O)c1ccc(NC(=S)NC(=O)/C=C/c2ccco2)cc1
  -2%	-14%	-13%
9) CC(=O)c1c(C)[nH]c(C(=O)Nc2cccc(C)n2)c1C
  -3%	?	-6%
10) CCCOc1ccc(/C=C2/C(=O)ON=C2C)cc1Cl
  -1%	-22%	13%
11) Cc1ccccc1NC(=O)c1sc2nc3c(cc2c1N)CCCC3
  /	-10%	17%
12) CCOc1ccc(N(CC(=O)N2CCN(c3ccccc3OC)CC2)S(=O)(=O)c2ccc(F)cc2)cc1
  -6%	-7%	-5%
13) COC(=O)c1ccc(C2/C(=C(/O)c3ccc(Cl)cc3)C(=O)C(=O)N2C2CCS(=O)(=O)C2)cc1 (stereo not drawn)
  -20%	-15%	-4%
14) CC(=O)N1CCCc2cc(S(=O)(=O)N3CCC(C(=O)NCc4cccc(C)c4)CC3)ccc21
  /	-3%	-7%
15) CCOc1ccc(NS(=O)(=O)c2ccc(C(=O)NCC(c3ccc(OC)cc3)N3CCOCC3)cc2)cc1 (stereo not drawn)
  -23%	1%	-10%

By substructure, those above with fluorine (three)
Results follow in this order: N370S GC	KAT2A inh	FEN1 inh
1) O=C(CN1CCN(S(=O)(=O)c2ccc(F)cc2)CC1)Nc1ccc(Cl)c(C(F)(F)F)c1
  -5%	-20%	-13%
6) O=C(O)c1cccc(N/N=C/c2ccc(OC(F)(F)F)cc2)c1
  4%	21%	15%
12) CCOc1ccc(N(CC(=O)N2CCN(c3ccccc3OC)CC2)S(=O)(=O)c2ccc(F)cc2)cc1
  -6%	-7%	-5%

Record cards, as listed above:
CCCOc1ccc(/C=C2/C(=O)ON=C2C)cc1Cl reads N370S GC = -1%; KAT2A inh = -22%; FEN1 inh = 13%
CC(=O)c1ccc(NC(=S)NC(=O)/C=C/c2ccco2)cc1 reads N370S GC = -2%; KAT2A inh = -14%; FEN1 inh = -13%

Six consecutive entries from above, quoted:
Results follow in this order: N370S GC	KAT2A inh	FEN1 inh
10) CCCOc1ccc(/C=C2/C(=O)ON=C2C)cc1Cl
  -1%	-22%	13%
11) Cc1ccccc1NC(=O)c1sc2nc3c(cc2c1N)CCCC3
  /	-10%	17%
12) CCOc1ccc(N(CC(=O)N2CCN(c3ccccc3OC)CC2)S(=O)(=O)c2ccc(F)cc2)cc1
  -6%	-7%	-5%
13) COC(=O)c1ccc(C2/C(=C(/O)c3ccc(Cl)cc3)C(=O)C(=O)N2C2CCS(=O)(=O)C2)cc1 (stereo not drawn)
  -20%	-15%	-4%
14) CC(=O)N1CCCc2cc(S(=O)(=O)N3CCC(C(=O)NCc4cccc(C)c4)CC3)ccc21
  /	-3%	-7%
15) CCOc1ccc(NS(=O)(=O)c2ccc(C(=O)NCC(c3ccc(OC)cc3)N3CCOCC3)cc2)cc1 (stereo not drawn)
  -23%	1%	-10%

Some of the entries so far, tab-delimited:
no.	molecule	N370S GC	KAT2A inh	FEN1 inh
10	CCCOc1ccc(/C=C2/C(=O)ON=C2C)cc1Cl	-1%	-22%	13%
11	Cc1ccccc1NC(=O)c1sc2nc3c(cc2c1N)CCCC3	/	-10%	17%
12	CCOc1ccc(N(CC(=O)N2CCN(c3ccccc3OC)CC2)S(=O)(=O)c2ccc(F)cc2)cc1	-6%	-7%	-5%
13	COC(=O)c1ccc(C2/C(=C(/O)c3ccc(Cl)cc3)C(=O)C(=O)N2C2CCS(=O)(=O)C2)cc1 (stereo not drawn)	-20%	-15%	-4%
14	CC(=O)N1CCCc2cc(S(=O)(=O)N3CCC(C(=O)NCc4cccc(C)c4)CC3)ccc21	/	-3%	-7%
15	CCOc1ccc(NS(=O)(=O)c2ccc(C(=O)NCC(c3ccc(OC)cc3)N3CCOCC3)cc2)cc1 (stereo not drawn)	-23%	1%	-10%

Following part:
Results follow in this order: N370S GC	KAT2A inh	FEN1 inh
16) Cn1cnnc1SCC(=O)NNC(=O)COc1ccc(Br)cc1
  2%	3%	1%
17) CCc1ccc(N2C(=O)CC(N3CCN(c4ccccn4)CC3)C2=O)cc1 (stereo not drawn)
  0%	-7%	-1%
18) CCS(=O)(=O)N1CCCC(C(=O)NC2CCCC2)C1 (stereo not drawn)
  3%	2%	1%
19) CCNc1oc(-c2cccc3ccccc23)nc1C#N
  26%	/	-11%
20) Cc1nnc(Oc2ccccc2)c2ccccc12
  -4%	2%	2%
21) CCn1c(=O)c(-[n+]2ccccc2)c(O)c2ccccc21
  7%	1%	35µM*
22) O=S(=O)(c1ccc(NC(=S)N/N=C/c2cccc(Oc3ccccc3)c2)cc1)N1CCOCC1
  18%	-8%	-6%
23) CSc1ccc(C2(O)Cc3cccc[n+]3C2c2ccccc2)cc1 (stereo not drawn)
  -6%	3%	4%
24) NC(=O)Cn1c(=O)n(CCCC(=O)NC2CCN(Cc3ccccc3)CC2)c(=O)c2ccccc21
  2%	0%	2%
25) O=C(CSc1nnc(-c2ccccc2)n1Cc1ccco1)Nc1ccc(S(=O)(=O)N2CCCC2)cc1
  -10%	-20%	-13%
26) CC(C)c1ccc(NS(=O)(=O)c2ccc3[nH]cc(C(=O)NCCc4ccccc4)c(=O)c3c2)cc1
  /	8%	-3%
27) CCOC(=O)c1c(C)oc2ncnc(N3CCN(c4cccc(Cl)c4)CC3)c12
  /	-11%	-2%
28) CCN(Cc1nc2ccccc2c(=O)[nH]1)C(=O)COc1ccccc1-c1ccccc1
  /	-7%	5%
29) CCc1cccc(C)c1NC(=O)CCOc1ccccc1
  0%	19%	5%
30) COc1cc(C(C[N+](=O)[O-])c2c(-c3ccccc3)cc3ccccn23)cc(OC)c1OC (stereo not drawn)
  11%	0%	-14%

31: COCc1ccc(CN2CCC(C(=O)Nc3cccc(-c4cccc(Cl)c4)c3)CC2)o1
32: CCOc1cc(/C=N/NC(N)=O)cc(Br)c1OCC(=O)Nc1ccccc1C
33: COc1cccc(CCNC(=O)CCc2nnc(-c3ccc4c(c3)OCO4)o2)c1
34: O=[N+]([O-])c1ccc(N2CCCC2)cc1NC(c1ccccc1)c1ccccc1
35: CC(SC1=NCCN1S(C)(=O)=O)c1ccccc1 (stereo not drawn)
36: Cc1ccc(Cl)cc1N1CCN(C(=O)CSc2cc(=O)n(C)c3ccccc23)CC1
compound no.,31,32,33,34,35,36
N370S GC,-28%,-3%,0%,10%,0%,/
KAT2A inh,-13%,-1%,-20%,-15%,-5%,-22%
FEN1 inh,?,2%,-19%,-8%,9%,-17%

37: N[C@H](Cc1cc(I)c(Oc2ccc(O)c(I)c2)c(I)c1)C(=O)O
38: O=C(Nc1nccs1)C1C2/C=C\CCCCC21 (stereo not drawn)
39: CN(CC(=O)Nc1ccccc1Cl)C(=O)COC(=O)Cc1c(F)cccc1Cl
40: Cc1cnc(SCc2cnc(C)nc2N)nc1
41: COc1cccc(OCc2cc(C(=O)N(C)C3CC(C)(C)NC(C)(C)C3)no2)c1
42: CCc1cccc(NS(=O)(=O)c2ccc3c(c2)n(C)c(=O)n3C)c1
compound no.,37,38,39,40,41,42
N370S GC,0%[21.6 µM],-10%,-14%,-6%,0%,-1%
KAT2A inh,0%[21.4 µM],-4%,-9%,0%,-1%,7%
FEN1 inh,/,-4%,-6%,-5%,14%,3%

43: CCOc1ccc(N(CC(=O)NCCSCc2ccc(Cl)cc2)S(C)(=O)=O)cc1
44: COc1ccc(C(=O)O)cc1Nc1cc(C)nc2ncnn12
45: CN(Cc1cnn(C)c1)C(=O)CC1C(=O)NCCN1Cc1cccc(Oc2ccccc2)c1 (stereo not drawn)
46: CN1CCN(c2nc(-c3ccc(C(C)(C)C)cc3)nc3ccccc23)CC1
47: CCOc1ccc(OCc2ccc(C(=O)NC(C)(C)C)o2)cc1
48: COc1ccc(CNC(=O)COC(=O)c2cc(-c3ccco3)nc3ccccc23)cc1
compound no.,43,44,45,46,47,48
N370S GC,-8%,-12%,3%,-5%,2%,0%
KAT2A inh,1%,-1%,2%,0%,-12%,?
FEN1 inh,-9%,6%,-3%,?,-7%,/

49: Cc1cc(C)c2nc(NCCCNC(=S)NCCCN(C)C)c(C#N)cc2c1
50: O=C(CN1C(=O)CC(c2ccccc2)S(=O)(=O)c2ccccc21)N1CCCCC1 (stereo not drawn)
51: Cc1cccc(NC(=O)C(=O)N/N=C/c2ccncc2)c1
52: COc1ccc(C(=O)c2c(C)c3cc(C)ccc3n2CC(O)CN2CCOCC2)cc1 (stereo not drawn)
53: Cc1nc2ccc(NC(=O)c3ccc(Cl)c(S(=O)(=O)N(C)c4ccccc4)c3)cc2s1
54: C/C(Cc1ccccc1)=N\NC(=O)CNC(=O)c1cccc(Br)c1
compound no.,49,50,51,52,53,54
N370S GC,4%,0%,-3%,3%,1%,1%
KAT2A inh,-8%,-6%,-1%,-9%,-16%,-1%
FEN1 inh,-26%,4%,12%,-2%,-13%,2%

Assay outcomes from PubChem BioAssay.
